NF-kB neuron act = NF-kB expression increase, human neuronal cells | NF-kB reporter expression; hits give high values | fold change at 12.5 µM | actives 1.6% (n = 190,000); in the data active means fold change above about 3.3
FLuc act counter = affects firefly luciferase, flagging false hits in luciferase stimulation screens. ATPlite luciferase biochemical, luminescence, 10 min; 0 = ATP-free wells, 1 = DMSO control. P08659. 200,000 tested, under 10 active. activation factor at 10 µM;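 active means luciferase activation factor, scaled between plate controls, of at least 2 with compound at 10 µM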
Target sequence (P08659 whole entry, looked up): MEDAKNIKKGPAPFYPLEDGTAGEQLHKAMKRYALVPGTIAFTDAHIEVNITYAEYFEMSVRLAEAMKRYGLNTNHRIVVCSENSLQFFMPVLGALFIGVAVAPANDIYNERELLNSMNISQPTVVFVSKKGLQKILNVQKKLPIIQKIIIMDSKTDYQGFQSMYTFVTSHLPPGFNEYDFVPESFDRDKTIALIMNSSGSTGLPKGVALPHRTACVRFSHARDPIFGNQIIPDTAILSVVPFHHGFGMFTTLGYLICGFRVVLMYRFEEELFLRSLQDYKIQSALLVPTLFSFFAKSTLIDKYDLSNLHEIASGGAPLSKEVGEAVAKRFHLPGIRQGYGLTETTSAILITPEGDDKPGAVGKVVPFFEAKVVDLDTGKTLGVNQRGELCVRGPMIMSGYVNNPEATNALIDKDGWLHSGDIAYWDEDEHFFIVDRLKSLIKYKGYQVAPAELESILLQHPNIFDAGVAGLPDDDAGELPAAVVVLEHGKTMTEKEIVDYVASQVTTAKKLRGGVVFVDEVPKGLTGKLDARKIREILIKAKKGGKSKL
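System: Luciferase/luciferin detection reagent, cell-free biochemical luciferase assay | Medium: PBS buffer for ATP | Dosing: Test compounds dosed from 2 mM stocks in 100% DMSO | Timing: 10 min at ambient temperature | Signal: Luminescence measurement of luciferase light output | Evaluation: Luciferase activation, seen as luminescence increase over controls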
STAT1 activator = activators of IFN-gamma induced STAT1 signaling; NIH 3T3 STAT1-luciferase reporter, luminescence; 100% = IFN-gamma alone, no compound; activation (% of control), % at 5.5 µM; actives 2.6% (n = 200,000);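 active means activation above the screen-wide mean activation plus 3 SD, cut at about 130% in these data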;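 further: raw ratio to IFN-gamma control signal so 100% means no change and 0% no light; values of inactives mirror those of a sister screen read the other way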
STAT3 activator = STAT3 signaling activation. activation (% of control), % at 5.6 µM. actives 0.91% (n = 190,000). U3A cells, IL-6 STAT3-luciferase reporter, luminescence; 100% = signal with IL-6 EC80 alone;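 active means activation above the screen-wide mean of compound activation plus 3 SD, cut at about 130% in these data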;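 further: 0% = background luminescence of wells with medium and substrate only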
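Material: human STAT1-deficient U3A cells with stable STAT3-luciferase reporter / Probe or stimulus: IL-6 stimulus at 33 ng/mL final / Schedule: 1 h compound pre-exposure, 6 h IL-6 stimulation, 37 °C / Technique: luminescence / Read-out basis: percent of IL-6-only median luminescence / Control set: IL-6-only high control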
STAT3 inh = inhibitors of IL-6 induced STAT3 signaling. inhibition, % at 5.5 µM. U3A cells, IL-6 STAT3-luciferase reporter, luminescence; host cell line lacks STAT1. actives 0.89% (n = 190,000). AID 862;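 active means inhibition above the mean inhibition across all screened compounds plus 3 SD, cut at about 44% in these data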;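 further: 0% = DMSO only wells and 100% = 100 µM nifuroxazide control wells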
APP 5'UTR act = APP 5'UTR luciferase reporter activation. actives 1% (n = 190,000). SH-SY5Y APP 5'UTR luciferase reporter, luminescence; zero percent = DMSO vehicle wells. activation, % at 2 µM;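 active means activation above a set limit, based on mean plus 3 SD of controls, cut at about 140% in these data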; further: values of inactives mirror those of a sister screen read the other way
APP transl inh = APP translation inhibition | inhibition, % at 2 µM | SH-SY5Y APP 5'UTR-luciferase reporter, luminescence | actives 0.82% (n = 190,000);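 active means inhibition above a set limit, derived from the sample mean plus 3 SD, cut at about 45% in these data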; further: values of inactives mirror those of a sister screen read the other way
FLuc inh counter = Photinus pyralis luciferase inhibition counter-screen. P08659. ATPLite firefly luciferase biochemical luminescence, 10 min. inhibition, % at 10 µM. actives 1.5% (n = 200,000);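 active means inhibition above about 50% when tested at 10 µM, limit read from the data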
ROMK mod = human ROMK K+ channel modulation, primary screen; P48048; Tet-inducible ROMK, thallium flux fluorescence; actives lie on both sides; B-score at 10 µM; actives 2% (n = 130,000); AID 1918;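 active means signal ratio slope over the read window, or its plate-corrected B-score, at least 3 SD from the plate mean, either direction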;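 further: B-score of the F/F0 ratio slope over 7 to 12 s after thallium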
Target sequence (P48048 whole entry, looked up): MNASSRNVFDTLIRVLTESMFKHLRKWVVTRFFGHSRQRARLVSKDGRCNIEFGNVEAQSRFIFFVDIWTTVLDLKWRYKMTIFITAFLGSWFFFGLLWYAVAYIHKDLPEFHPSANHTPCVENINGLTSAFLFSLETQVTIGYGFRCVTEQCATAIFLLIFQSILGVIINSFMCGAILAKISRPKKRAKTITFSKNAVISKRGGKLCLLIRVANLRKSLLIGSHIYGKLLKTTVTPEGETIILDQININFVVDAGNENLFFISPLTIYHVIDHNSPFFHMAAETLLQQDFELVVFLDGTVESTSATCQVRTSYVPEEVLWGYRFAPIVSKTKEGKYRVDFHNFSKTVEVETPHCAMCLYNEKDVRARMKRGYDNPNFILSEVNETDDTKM
STAT1 inh = STAT1 signaling inhibition; AID 920; NIH 3T3 STAT1-luciferase reporter, IFN-gamma, luminescence; actives 0.35% (n = 200,000); inhibition, % at 5.5 µM;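 active means inhibition above a set limit, the mean inhibition across all tested compounds plus 3 SD, cut at about 34% in these data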;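 further: 0% = IFN-gamma with DMSO and 100% = IFN-gamma with 300 µM nifuroxazide; values of inactives mirror those of a sister screen read the other way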
Starred values were filed as active, the others as inactive; . = not tested or not shown.

nr	SMILES	NF-kB neuron act	FLuc act counter	STAT1 activator	STAT3 activator	STAT3 inh	APP 5'UTR act	APP transl inh	FLuc inh counter	ROMK mod	STAT1 inh
1	CN1CCN(CC(O)COCCOc2ccc(Br)cc2)CC1 (configuration not stated)	1.12	1	112.0	109.6	-7.0	-7.1	7.1	-4.8	0.017	-13.5
2	O=C(CN(Cc1ccc(F)cc1)S(=O)(=O)c1ccccc1)N1CCCCC1	0.86	1.1	94.2	104.6	-2.7	13.8	-13.8	-6.2	.	6.3
3	CC(=O)c1cccc(NC(=O)C2CCCN(S(C)(=O)=O)C2)c1 (configuration not stated)	1.18	1	100.4	99.0	7.0	-1.6	1.6	1.3	.	-0.4
4	Nc1nc(N2CCCCC2)c(C=O)c(N2CCCCC2)n1	1.17	1.1	95.9	100.5	1.3	37.5	-37.5	-7.4	-0.311	4.3
5	CCOC(=O)C1CCCN(Cc2nc(Cc3ccccc3Cl)no2)C1 (configuration not stated)	1.38	1	101.8	97.7	7.0	13.9	-13.9	-2.3	-0.425	-3.6
6	Cc1cccc(OCCN2C(=O)C(=O)c3cccc(C)c32)c1	1.81	1.1	100.3	97.5	3.2	.	.	-9.8	0.218	-0.3
7	O=C1c2ccccc2C(O)N1Cc1cccs1 (configuration not stated)	1.07	1	95.0	94.2	11.6	24.4	-24.4	-1.8	.	3.8
8	COC(=O)c1ccccc1NC(=S)NC(=O)c1ccc2ccccc2c1	1.26	1.1	104.2	101.0	-3.5	2.6	-2.6	-5.2	0.186	-4.8
9	CCOC(=O)N1CCC(NC(=O)C(NS(=O)(=O)c2ccc3c(c2)CCN3C(C)=O)C(C)C)CC1 (configuration not stated)	1.09	1	99.5	92.0	13.8	-13.9	13.9	-1.0	0.775	-1.2
10	OCC1(Cc2ccccc2)CCCN(Cc2ccc(-c3ccco3)cc2)C1 (configuration not stated)	1.08	1.1	106.5	106.7	-0.4	5.2	-5.2	-5.3	0.143	-9.1
11	Cc1ccc(Cn2ccc(NC(=O)c3nc4ncccn4n3)n2)cc1	1.11	1	104.0	95.6	4.7	15.3	-15.3	-3.6	.	-4.3
12	O=C(NNS(=O)(=O)c1ccc(F)cc1)c1ccc(S(=O)(=O)N2CCCCC2)cc1	0.99	1	106.7	101.3	3.2	-4.0	4.0	-4.0	0.733	-7.6
13	N#Cc1c(/N=C/c2cccs2)sc2c1CCCCC2	1.05	0.1	119.6	44.6	67.0*	148.5*	-148.6	86.5*	.	-21.4
14	COc1ccc(S(=O)(=O)Nc2cccc(N(C)S(C)(=O)=O)c2)cc1C	1.05	1.1	89.7	97.8	1.1	3.6	-3.6	-8.4	.	11.3
15	CC(C)N(Cc1nc(-c2ccc3c(c2)OCO3)no1)CC1CCC(=O)N1 (configuration not stated)	1.08	1.1	97.9	97.1	7.8	-22.3	22.3	-8.8	0.11	0.7
16	CCCCC(c1nnnn1CCOC)N1CCN(C)CC1 (configuration not stated)	1.19	1.1	102.1	98.8	2.5	-5.0	5.0	-7.6	1.34	-2.3
17	CCN1CCN(Cc2ccc(NC(=O)CC3Oc4ccc(C)cc4NC3=O)cc2)CC1 (configuration not stated)	1.08	1.1	104.4	104.3	3.6	32.2	-32.2	-11.5	.	-4.8
18	Cc1ccc(CN2C3=NCCN3c3ccccc32)cc1	1.01	1.1	87.4	102.5	6.5	-8.7	8.7	-8.4	-0.0896	13.8
19	C=CCn1c(SCC(=O)Nc2cc3oc4ccccc4c3cc2OC)nnc1-c1cnccn1	0.7	1.1	99.4	88.1	17.9	-6.8	6.8	-5.6	.	0.6
20	COc1ccc2nc(SCC(=O)N(C)C3CCCCC3)c(C#N)cc2c1	0.67	1.1	97.7	96.0	7.1	-2.2	2.2	-5.7	-1.51	2.5
21	CCOc1ccc(C2=C(C=C(C#N)C#N)C(c3ccccc3)c3ccccc3O2)cc1 (configuration not stated)	1.21	1.1	92.3	93.8	6.7	4.7	-4.7	-7.8	0.733	8.7
22	O=C(/C=C/c1ccc(Cl)cc1Cl)Nc1cccc(S(=O)(=O)NC2=NCCCCC2)c1	1	0.4	113.8	102.0	0.0	18.2	-18.2	55.3*	.	-15.4
23	COC(=O)c1ccc(N(C(=O)c2ccco2)C(C(=O)NC2CCCC2)c2ccco2)cc1 (configuration not stated)	1.53	1.1	101.2	101.8	0.0	10.3	-10.3	-6.6	-1.07	1.8
24	CSc1ccccc1N=CC1=C(O)CC(C)(C)CC1=O	0.99	1	102.3	99.2	6.8	8.7	-8.7	0.9	.	-2.5
25	COc1ccc(S(=O)(=O)N2CC3CCCN3c3cc(C(F)(F)F)ccc32)cc1 (configuration not stated)	0.92	1	82.1	93.9	10.3	3.2	-3.2	-4.1	.	20.1

Sorted by molecular weight (descending): some entries from above
nr	SMILES	NF-kB neuron act	FLuc act counter	STAT1 activator	STAT3 activator	STAT3 inh	APP 5'UTR act	APP transl inh	FLuc inh counter	ROMK mod	STAT1 inh
9	CCOC(=O)N1CCC(NC(=O)C(NS(=O)(=O)c2ccc3c(c2)CCN3C(C)=O)C(C)C)CC1 (configuration not stated)	1.09	1	99.5	92.0	13.8	-13.9	13.9	-1.0	0.775	-1.2
19	C=CCn1c(SCC(=O)Nc2cc3oc4ccccc4c3cc2OC)nnc1-c1cnccn1	0.7	1.1	99.4	88.1	17.9	-6.8	6.8	-5.6	.	0.6
22	O=C(/C=C/c1ccc(Cl)cc1Cl)Nc1cccc(S(=O)(=O)NC2=NCCCCC2)c1	1	0.4	113.8	102.0	0.0	18.2	-18.2	55.3*	.	-15.4
25	COc1ccc(S(=O)(=O)N2CC3CCCN3c3cc(C(F)(F)F)ccc32)cc1 (configuration not stated)	0.92	1	82.1	93.9	10.3	3.2	-3.2	-4.1	.	20.1
21	CCOc1ccc(C2=C(C=C(C#N)C#N)C(c3ccccc3)c3ccccc3O2)cc1 (configuration not stated)	1.21	1.1	92.3	93.8	6.7	4.7	-4.7	-7.8	0.733	8.7
2	O=C(CN(Cc1ccc(F)cc1)S(=O)(=O)c1ccccc1)N1CCCCC1	0.86	1.1	94.2	104.6	-2.7	13.8	-13.8	-6.2	.	6.3
20	COc1ccc2nc(SCC(=O)N(C)C3CCCCC3)c(C#N)cc2c1	0.67	1.1	97.7	96.0	7.1	-2.2	2.2	-5.7	-1.51	2.5
5	CCOC(=O)C1CCCN(Cc2nc(Cc3ccccc3Cl)no2)C1 (configuration not stated)	1.38	1	101.8	97.7	7.0	13.9	-13.9	-2.3	-0.425	-3.6
11	Cc1ccc(Cn2ccc(NC(=O)c3nc4ncccn4n3)n2)cc1	1.11	1	104.0	95.6	4.7	15.3	-15.3	-3.6	.	-4.3
3	CC(=O)c1cccc(NC(=O)C2CCCN(S(C)(=O)=O)C2)c1 (configuration not stated)	1.18	1	100.4	99.0	7.0	-1.6	1.6	1.3	.	-0.4
16	CCCCC(c1nnnn1CCOC)N1CCN(C)CC1 (configuration not stated)	1.19	1.1	102.1	98.8	2.5	-5.0	5.0	-7.6	1.34	-2.3
4	Nc1nc(N2CCCCC2)c(C=O)c(N2CCCCC2)n1	1.17	1.1	95.9	100.5	1.3	37.5	-37.5	-7.4	-0.311	4.3

(further entries)
nr	SMILES	NF-kB neuron act	FLuc act counter	STAT1 activator	STAT3 activator	STAT3 inh	APP 5'UTR act	APP transl inh	FLuc inh counter	ROMK mod	STAT1 inh
26	COc1ccc(CCCNC(=O)CC#N)cc1OC	1.14	1.1	101.0	106.6	-3.8	10.1	-10.1	-7.7	0	-1.1
27	O=C(Nc1cccc(S(=O)(=O)Nc2ccc(Cl)cc2)c1)c1ccc2c(c1)OCCO2	0.68	1.1	85.1	60.9	44.7*	-20.6	20.6	-5.3	.	16.4
28	O=C(CCCCCn1c(=S)[nH]c2ccccc2c1=O)NCc1ccc2c(c1)OCO2	1.14	1	95.1	96.1	8.9	-3.3	3.3	-3.7	.	5.3
29	COc1ccc(Nc2nc(NCc3ccco3)nc(N/N=C/c3ccccc3F)n2)cc1	1.06	1.1	100.0	100.9	-1.0	13.1	-13.1	-7.1	1.3	0.0
30	CSc1ccccc1NC(=O)Nc1cccc(Cl)c1	1.55	0.9	95.2	84.4	16.2	13.3	-13.4	6.4	0.361	5.2
31	O=c1[nH]ncc(N/N=C\c2ccc(O)cc2O)c1Cl	1.11	0.8	101.1	91.3	14.9	-3.1	3.1	16.0	-0.0239	0.6
32	Cc1nc2c(C#N)cnn2c2c1CCN2CC1CCCO1 (configuration not stated)	1.13	1	95.4	106.5	-3.0	-2.0	2.0	-3.4	-0.00142	1.8
33	COc1cccc2c(Cl)c(CC=C(Cl)Cl)c(C)nc12	1.52	1	109.3	105.2	-1.4	3.6	-3.6	-0.5	-0.529	-11.8
34	CCOC(=O)CSc1nnc(-c2cccc(Cl)c2)n1CC	1.08	1.1	94.6	82.3	26.1	2.3	-2.3	-8.4	.	5.9
35	CCN(CC)C(=O)CSc1nc(-c2cccs2)cc(-c2cccs2)c1C#N	0.31	1	94.2	96.7	6.1	10.6	-10.6	-3.2	-0.397	3.6
36	C1CN=C(NC23CC4CC(CC(C4)C2)C3)C1	1.27	1	100.3	106.9	-4.0	-19.8	19.8	-1.9	-1.25	-0.4
37	Cc1cc(NS(=O)(=O)c2ccc(NC(=O)CCN3C(=O)c4ccccc4C3=O)cc2)no1	1.32	1.1	95.6	106.3	-1.1	2.9	-2.9	-7.2	.	4.8
38	N#CC1=C(C2CC2)CC(c2ccccc2)C(C#N)=C1N (configuration not stated)	1.07	1.1	91.2	101.3	1.3	22.2	-22.2	-11.2	-0.642	9.6
39	CC(NC(=O)c1cccc(C(F)(F)F)c1)C1CCCO1 (configuration not stated)	0.87	1.1	97.0	102.4	-0.7	1.8	-1.8	-7.1	0.0387	-0.1
40	Cc1onc(-c2c(Cl)cccc2Cl)c1C(=O)n1nnc2ccccc21	0.91	1	100.6	93.4	13.3	5.2	-5.3	-2.2	0.0275	-0.7
41	CN(CCC#N)C(=O)COC(=O)c1ccc(Cl)cc1O	1.69	1	97.0	96.0	13.3	-7.2	7.3	-3.6	-0.12	3.5
42	Cc1c(N=C2SCC(=O)N2c2c(C)n(C)n(-c3ccccc3)c2=O)c(=O)n(-c2ccccc2)n1C	1.25	1	99.8	95.3	4.1	8.0	-8.0	-3.9	0.765	0.2
43	Cc1cc(NS(=O)(=O)c2ccc(NC(=S)NC(=O)c3ccc(F)cc3)cc2)no1	1.33	1	95.3	91.7	7.6	-9.6	9.6	-4.5	-0.758	5.2
44	Cc1cc(C)nc(SCCS(=O)(=O)Cc2ccccc2)n1	1.08	1	104.0	96.5	3.7	-7.6	7.6	-4.3	.	-4.4
45	O=C(NCCc1ccccc1)c1ncn[nH]1	0.89	1	95.8	99.8	5.1	-2.6	2.6	-2.5	.	4.5
46	COc1cc2ccccc2cc1C(=O)O	1.07	1	103.2	104.9	1.4	-8.6	8.6	-3.3	-0.322	-3.5
47	COc1cccc(-c2nn(C)c3sc(C(=O)NCc4ccccn4)cc23)c1	0.84	1	95.9	93.1	14.3	-11.3	11.3	-3.0	.	5.0

Screening results (PubChem)
